High-throughput results deposited in PubChem by The Scripps Research Institute Molecular Screening Center.
OXTR potentiator = potentiates the human oxytocin receptor response. CHO-OTR cells, Fluo-8 calcium fluorescence, potentiator mode; 0% = oxytocin EC15, 100% = EC100. activation, % at 3 µM. 320,000 compounds, 0.061% hits;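 active means activation above that plate's cutoff, the mean activation of tested compounds plus 3 SD, cut at about 6.6% in these data, passing the limit was not always enough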;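 further: 100% uses oxytocin at 75 nM as the full agonist control; some results filed as inactive read as strong as hits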
Target sequence (P30559 whole entry, looked up): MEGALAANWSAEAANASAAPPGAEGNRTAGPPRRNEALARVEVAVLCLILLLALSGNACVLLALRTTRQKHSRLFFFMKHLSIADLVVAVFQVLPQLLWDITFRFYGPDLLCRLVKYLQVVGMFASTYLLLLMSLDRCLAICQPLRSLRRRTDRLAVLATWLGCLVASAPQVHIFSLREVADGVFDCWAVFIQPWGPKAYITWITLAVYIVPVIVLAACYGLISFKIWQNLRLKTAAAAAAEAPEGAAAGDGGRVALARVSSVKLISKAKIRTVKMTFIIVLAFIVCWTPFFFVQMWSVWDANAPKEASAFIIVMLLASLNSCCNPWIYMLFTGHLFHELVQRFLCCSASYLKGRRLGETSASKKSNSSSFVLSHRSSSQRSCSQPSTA
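Material: CHO-OTR cells, human receptor; compound dosing: single dose, 3.0 µM nominal final compound concentration; schedule: 6 min compound pre-incubation at room temperature, 100 s kinetic read; measured by: kinetic Fluo-8 calcium fluorescence; read-out basis: % activation vs EC15 and EC100 oxytocin; controls: EC15 oxytocin alone as 0%, 75 nM oxytocin as 100%; replicates: singlicate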
CHO parental Ca = signal in parental CHO cells, OX1R antagonist counter-screen; parental CHO-K1, ATP-induced calcium, Fluo-8 fluorescence; inhibition, % at 5.6 µM; 330,000 compounds, 0.63% hits;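 active means inhibition above that plate's mean sample inhibition plus 3 SD, cut at about 26% in these data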;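 further: 0% = ATP-challenged DMSO wells and 100% = DMSO wells without ATP; some compounds past the cut are filed as inactive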
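Test system: untransfected parental CHO cell line. Compound: one dose, 5.6 µM nominal. Detection: intracellular calcium via Fluo-8 no-wash fluorescent dye. Measure: % inhibition. Benchmarks: ATP-challenged DMSO wells low, unchallenged DMSO wells high.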
M1 ag parental = nonselective activator or artifact in parental CHO-K1 cells | 360,000 compounds, 0.48% hits | Fluo-8 calcium fluorescence; scaled to maximal ATP response, vehicle zero | activation, % at 3 µM; in the data active means activation above about 15%;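 further: untransfected CHO-K1 host cells lacking M1 receptor as counterscreen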
CHRM1 agonist = human M1 muscarinic receptor agonism. P11229. CHO-K1 hM1, Fluo-8 calcium fluorescence, agonist mode; 0% DMSO, 100% acetylcholine EC100. activation, % at 3 µM. 360,000 compounds, 0.33% hits;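 active means activation above the run's mean compound activation plus 3 SD, cut at about 16% in these data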;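 further: peak over basal fluorescence ratio within a 140 s kinetic read after compound addition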
CHO-K1 Ca antag = M1 antagonist counterscreen hit in parental CHO-K1 cells. 360,000 compounds, 0.6% hits. ATP-induced calcium, Fluo-8 fluorescence. inhibition, % at 3 µM. AID 602250;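 active means inhibition above a per-plate cutoff, the plate's mean sample inhibition plus 3 SD, cut at about 24% in these data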;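 further: 0% = DMSO plus EC80 ATP and 100% = DMSO alone without ATP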
CHRM1 antagonist = antagonists of human M1 muscarinic receptor. CHO-K1 hM1, Fluo-8 calcium fluorescence, ACh EC80 antagonist. inhibition, % at 3 µM. 360,000 compounds, 1.3% hits. AID 588852. P11229;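 active means percent inhibition above its own plate's cutoff, namely the mean of that plate's compound wells plus 3 SD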;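 further: peak over basal fluorescence ratio during 140 s after agonist addition; 0% = ACh EC80 plus DMSO and 100% = DMSO alone without agonist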
TAAR1 agonist = agonists of human TAAR1; Q96RJ0; CHO RD-HGA16 TAAR1, Fluo-8 calcium fluorescence; vehicle wells 0%, saturating PEA agonist 100%; activation, % at 3 µM; 360,000 compounds, 0.99% hits;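 active means activation above the mean activation of all test compounds in the run plus 3 SD, cut at about 38% in these data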
Target sequence (Q96RJ0 whole entry, looked up): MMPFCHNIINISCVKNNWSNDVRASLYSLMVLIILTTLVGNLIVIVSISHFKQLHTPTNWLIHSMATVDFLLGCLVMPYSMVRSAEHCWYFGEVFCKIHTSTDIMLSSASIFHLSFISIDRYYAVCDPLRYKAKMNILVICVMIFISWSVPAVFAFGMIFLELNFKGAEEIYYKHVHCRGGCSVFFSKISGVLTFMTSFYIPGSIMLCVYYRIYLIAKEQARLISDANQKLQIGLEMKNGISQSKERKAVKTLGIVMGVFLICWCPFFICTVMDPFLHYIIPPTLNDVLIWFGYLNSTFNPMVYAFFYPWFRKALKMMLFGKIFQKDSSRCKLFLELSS
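Test system: RD-HGA16 (CHO) cells co-expressing Gα16 and hTAAR1 | Doses: Single dose, 3 µM | Schedule: 17-24 h seeding, 75 min 37 °C dye, 30 min RT | Evaluation: % activation from peak over basal fluorescence ratio, DMSO-to-PEA scaled | Technique: Kinetic Fluo-8 calcium fluorescence | Benchmarks: Low control DMSO, high control PEA (EC100)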
CHO-K1 Ca PAM = counter-screen for M1 PAMs: effect in parental CHO-K1 cells; ATP EC20, Fluo-8 calcium fluorescence; 0% at ATP EC20, 100% at ATP max; activation, % at 3 µM; 360,000 compounds, 0.02% hits; AID 602247;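 active means activation above the run cutoff, the mean activation of all test compounds plus 3 SD, cut at about 40% in these data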;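 further: peak over basal fluorescence ratio in a 140 s read after ATP addition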
TAAR1 antagonist = antagonists of human TAAR1; Q96RJ0; CHO RD-HGA16 TAAR1, Fluo-8 calcium fluorescence, antagonist; inhibition, % at 3 µM; 360,000 compounds, 1.5% hits; AID 624466;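 active means inhibition above a per-plate cutoff, the mean inhibition of test compounds on that plate plus 3 SD, cut at about 49% in these data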;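 further: 0% = DMSO plus EC80 beta-PEA response and 100% = DMSO alone without agonist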
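Material: RD-HGA16 CHO cells with stable hTAAR1 and Gα16; Dosing: single nominal final test compound concentration of 3 µM; Schedule: seeding 17-24 h prior, 75-min 37 °C, 30-min RT dye loading; Detection: kinetic Fluo-8 calcium fluorescence measurement; Measure: % inhibition from peak post-agonist over basal fluorescence ratio; Benchmarks: vehicle and agonist controls.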
Active calls of the source: *; . = no result given.

compound,TAAR1 agonist,CHO-K1 Ca antag,OXTR potentiator,CHRM1 agonist,CHO-K1 Ca PAM,TAAR1 antagonist,CHO parental Ca,CHRM1 antagonist,M1 ag parental
COc1cc(OC)cc(C(=O)Nc2ccc(S(=O)(=O)Nc3ccccn3)cc2)c1,2.0,-8.5,-2.4,-3.4,-7.0,-5.3,-6.7,-12.3,0.0
C/C=C/c1cnc2c(c1)C(=O)N([C@H](C)CO)C[C@@H](C)[C@@H](CN(C)C(=O)NC1CCCC1)O2,1.1,-2.0,.,-3.3,3.4,-5.6,.,-5.4,0.2
COc1ccc(-c2nc3ccccc3s2)cc1O,6.8,-6.9,-8.2,-1.4,9.4,3.0,-5.0,-14.7,0.4
CNC(=O)c1sc(-c2ccc(Cl)cc2)nc1C,2.2,-7.6,-8.8,-2.1,14.2,-18.8,-11.8,-10.7,9.7
Cc1ccc(N2CC(C(=O)NCc3ccccn3)CC2=O)cc1 (configuration not stated),2.5,-8.2,-5.6,-5.8,16.5,1.9,-3.7,-6.6,-0.2
CC1(C)Cc2c(C#N)c(N3CCCC3)nc(-c3ccco3)c2CO1,0.9,-8.7,-1.1,-1.9,9.8,-16.0,-17.2,2.6,-0.3
O=C(CSc1ccccc1F)NCCCN1CCCC1=O,0.5,14.9,-9.0,3.7,-16.1,-15.1,3.8,-17.5,-0.1
COC(=O)[C@]12CCCCC=C1N(CCC1=CCCCC1)C(=O)[C@H](CC(=O)N1CCCC1)C2,5.1,-13.4,.,.,9.5,23.7,.,.,5.8
CCOC(=O)C1=C(C)N=c2s/c(=C/c3cccc(OCC(=O)O)c3)c(=O)n2C1c1ccc(F)cc1 (configuration not stated),3.4,.,-17.5,.,.,6.5,-9.3,.,.
O=C(CSc1nnc(COc2ccc(Cl)cc2)o1)OC1CCCCC1,15.7,3.4,-16.3,-3.3,3.5,12.2,13.8,-8.4,0.6
COc1ccc2[nH]cc(CCNC(=O)Cc3ccc(Br)cc3)c2c1,2.4,-10.9,-8.2,0.6,31.3,-6.7,-10.9,-2.3,2.1
O=C(NNC(=O)c1ccccc1Br)c1ccncc1,2.8,2.9,-5.3,-1.9,-11.3,8.3,-0.9,-9.8,0.8
CC(C)CCC1(C)NC(=O)N(CC(=O)NCC(=O)Nc2ccc(F)c(F)c2F)C1=O (configuration not stated),-0.7,-1.6,-5.4,-1.2,6.5,-4.7,-6.4,0.0,1.6
C=CCn1c(SCCOC)nc2c1c(=O)[nH]c(=O)n2C,-0.4,-9.3,0.2,-4.4,21.6,-11.1,-3.7,-10.5,0.8
COC(=O)CN1C(=S)N(C)C(=O)C1CC(=O)Nc1ccccc1 (configuration not stated),0.4,-8.1,7.1,1.6,-3.5,-2.3,-1.2,-3.9,0.1
CCOc1ccc(-c2n[nH]c(C)c2Oc2ccc(OC)cc2)c(O)c1,5.6,24.3*,-17.0,-3.8,-7.0,38.9,0.0,7.6,-0.2
C=CCNC(=O)C(=O)c1cccn1-c1ccsc1C(=O)OC,11.9,8.1,0.9,-6.5,6.4,-3.0,-18.2,13.4,0.5
Cc1noc(C)c1S(=O)(=O)N1CCCC(C(=O)NCCc2ccc(Cl)cc2)C1 (configuration not stated),20.4,14.8,-10.6,-4.7,-5.5,-7.4,-9.5,-9.7,0.6
COc1ccc(N2CCN(C(c3cccs3)C(C)NC(=O)c3ccc4c(c3)OCO4)CC2)cc1 (configuration not stated),4.6,-9.7,-2.5,-8.9,19.3,2.1,-4.1,-6.4,1.0
CC(=O)Nc1ccc(S(=O)(=O)N[C@@H](C)C(=O)OCC(=O)Nc2ccc3c(c2)OCCO3)cc1,12.1,-11.8,.,-3.0,-6.2,6.5,.,-5.0,0.3
Nc1nc2nccc(-c3ccc(Cl)cc3)n2n1,-0.2,-14.1,-10.2,-5.2,25.3,-9.2,-1.7,-31.4,-0.9
CCOc1ccc(/C=N/NC(=O)CCC(=O)Nc2ccc(F)cc2)cc1,-3.0,-7.3,-3.8,-0.6,10.2,11.0,-14.8,-6.6,-0.8
CSCCC(N=C1NS(=O)(=O)c2ccccc21)C(=O)NCc1ccccc1F (configuration not stated),11.6,-5.1,2.3,-0.7,17.7,13.2,-17.5,6.5,5.5
COC(=O)C(=O)C1CCc2c(Cl)cc(OC)c(OC)c2C1=O (configuration not stated),-0.2,-10.4,.,-1.4,13.5,-1.8,.,5.2,0.6
Cc1ccc(S(=O)(=O)NCC2CCCO2)cc1[N+](=O)[O-] (configuration not stated),0.5,1.3,-5.6,-3.2,11.6,12.3,-13.1,6.8,0.2
CN(C)S(=O)(=O)c1ccc(-c2csc(-c3cccnc3)n2)cc1,2.3,3.0,-6.3,-9.7,-0.3,7.0,-6.3,-1.2,1.5
O=C(Nc1ccccc1N1CCOCC1)C1CCN(S(=O)(=O)c2cccc(C(F)(F)F)c2)CC1,-1.2,-12.5,-2.2,-5.8,13.8,-20.5,-28.3,4.7,0.9
O=C(O)CCNC(=O)/C(=C\c1ccco1)NC(=O)c1ccco1,0.7,-22.4,-10.7,-3.3,7.6,8.6,-1.7,5.8,0.7
COC(=O)c1ccc(/C=N/OCC(=O)NC2CCCC(C)C2C)cc1 (configuration not stated),7.9,-3.0,-9.6,2.9,19.4,0.8,-27.7,30.6*,4.8
O=C1/C(=C/c2ccncc2)Oc2cc(OS(=O)(=O)c3ccccc3)ccc21,2.9,-12.2,-7.7,-3.4,24.1,4.0,-5.0,-23.1,2.0

A draw from above in order of heavy-atom count, lowest first:
compound,TAAR1 agonist,CHO-K1 Ca antag,OXTR potentiator,CHRM1 agonist,CHO-K1 Ca PAM,TAAR1 antagonist,CHO parental Ca,CHRM1 antagonist,M1 ag parental
O=C(NNC(=O)c1ccccc1Br)c1ccncc1,2.8,2.9,-5.3,-1.9,-11.3,8.3,-0.9,-9.8,0.8
COC(=O)C(=O)C1CCc2c(Cl)cc(OC)c(OC)c2C1=O (configuration not stated),-0.2,-10.4,.,-1.4,13.5,-1.8,.,5.2,0.6
CCOC(=O)C1=C(C)N=c2s/c(=C/c3cccc(OCC(=O)O)c3)c(=O)n2C1c1ccc(F)cc1 (configuration not stated),3.4,.,-17.5,.,.,6.5,-9.3,.,.

(more compounds)
compound,TAAR1 agonist,CHO-K1 Ca antag,OXTR potentiator,CHRM1 agonist,CHO-K1 Ca PAM,TAAR1 antagonist,CHO parental Ca,CHRM1 antagonist,M1 ag parental
O=C(O)c1cccc(-c2csc(C(O)c3cccc(Cl)c3)n2)c1 (configuration not stated),0.5,-14.6,.,-2.9,9.3,-10.7,.,-8.5,0.0
O=C(NN1CCOCC1)c1cc(-c2ccccc2)nc2ccccc12,1.7,-9.1,-4.9,-3.2,19.6,0.5,-17.1,0.3,1.4
COC(=O)CNC(=S)NC(=O)c1ccc(C(C)(C)C)cc1,11.2,-6.4,-3.5,-7.3,7.1,-7.4,-12.3,72.0*,0.2
CC(=O)Nc1cc(-c2ccccc2)cn2c(-c3ccc(F)cc3)cnc12,5.7,-4.5,.,8.3,11.7,49.5*,.,19.1,9.4
CC(C)(C)OC(=O)N[C@H](C(=O)OC(C)(C)C)c1ccc2c(c1)OCO2,0.7,-11.3,0.3,-8.7,-2.9,-0.8,-13.6,-0.6,-0.7
CN(Cc1ccc(F)cc1)C(=O)CCc1nnc(-c2ccccc2)o1,1.2,-6.7,-18.1,-4.0,-0.3,15.1,-25.5,-7.6,0.8
O=C(Nc1cccnc1Cl)C1=NN(c2ccccc2)C(=O)CC1,-0.3,-16.8,-3.2,-1.5,18.9,-5.0,-13.0,-12.1,1.1
Cc1ccc(OCCNC(=O)c2cncc(Br)c2)cc1C,15.4,-4.0,-3.6,-1.6,10.7,-1.4,2.0,-1.8,0.6
COCCNC(=O)C(c1ccc(C)o1)N(CC1CCCO1)C(=O)Cn1nnc2ccccc21 (configuration not stated),5.1,-7.5,-3.1,-3.4,14.4,-3.6,-19.1,-10.1,0.1
CCc1cc(C(=O)NCC(c2ccc(OC)cc2)N2CCOCC2)sc1C (configuration not stated),2.2,-2.0,.,-0.4,19.9,-20.5,.,-12.2,-0.5
CC(=O)Nc1ccc(/C=N/NC(=O)CCN2CCN(c3ccccc3)CC2)cc1,0.4,3.0,-17.5,-4.2,-1.2,-0.8,1.5,-3.1,-0.2
Cc1cccc(-n2c(C)cc(/C=N/NC(N)=S)c2C)c1,6.0,-3.8,-8.4,-6.1,10.7,13.9,-9.4,12.3,-0.1
Cn1c(C(=O)O)c(CC(=O)NCC2COc3ccccc3O2)c2ccccc21 (configuration not stated),4.3,-6.1,-0.7,-2.4,6.9,-3.1,-2.2,-4.5,-0.3
COc1ccc(CCN=CC2=C(O)CC(C)(C)CC2=O)cc1,10.0,6.1,-13.6,-1.5,8.6,0.9,-17.8,-9.0,0.2
COc1ccccc1N1CCN(C(=O)c2cc3cc(F)ccc3[nH]2)CC1,3.7,-1.7,-16.0,-0.8,-16.9,-6.7,-21.1,0.6,2.7
Cc1ccc(NC2CCCN(C(=O)CCN3CCCCO3)C2)cc1C (configuration not stated),1.2,-3.0,-0.1,-3.2,2.8,-17.7,-11.2,-8.9,0.5
O=C(CNCC1CCCCC1)Nc1ccc(OC(F)(F)F)cc1,74.1*,-14.4,-4.7,5.7,8.8,41.1,-15.7,-16.2,10.3
O=C1c2ccccc2C(=O)N1c1nc2nccc(-c3ccccc3)n2n1,11.5,-7.6,-4.7,0.0,15.2,4.6,0.9,-19.4,1.1
COC(=O)C1=C(C)NC(C)=C(C(=O)OC)C1c1ccc(N(C)C)cc1,5.2,-2.6,-2.0,-6.4,16.2,13.7,-12.2,-12.8,0.7
C#CCOCCOCCOCCNc1nc(N2CCN(C(=O)C(Cc3ccc(O)cc3)n3cc(C(N)CC(C)C)nn3)CC2)nc(N2CCN(C(=O)C(Cc3ccc(O)cc3)n3cc(C(N)C(C)CC)nn3)CC2)n1 (configuration not stated),5.0,1.1,-9.4,-9.9,5.5,4.3,-2.9,-3.9,-0.5
Cc1ccc2oc(C(F)(F)C(F)F)cc(=O)c2c1,-0.3,-9.9,-10.6,-3.1,5.8,-12.9,3.7,-2.6,0.4
CCOc1ccc(OCC)c(NC(=O)CN2CCN(c3cccc(C)c3C)CC2)c1,22.7,-20.7,-5.9,-3.9,4.7,-4.5,15.2,-15.7,-0.1
